PGK inhibitor – T. brucei PGK inhibition; AID 602233; 380,000 tested, 0.043% active; Potency, µM (titrated, usually from 57.5 µM), inactives show at the highest dose activity change, negative = inhibition, hits mostly inhibitors; P07378; PGK/GAPDH coupled, Kinase-Glo luminescence, 60 min; note: potency is the fitted concentration of half-maximal effect; % is set by controls: 0 for no effect and ±100 for the full control effect; nearly all actives have a fitted effect of over 60% in size
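Recombinant glycosomal PGK reaction used 1,3-bisphosphoglycerate generated in-well by GAPDH (100nM final) in 100mM TEA pH 7.6, 5mM MgCl2, 0.01% Tween-20. After 60 minutes at room temperature, ATP was read by Kinase-Glo Plus luminescence end-point.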
PI4K2A inh – blocks human PI4K2A kinase activity; Q9BTU6; purified PI4K2A, ADP-Glo luminescence, 1 h; hits give low values; activity change, negative = inhibition, % at 76.9 µM; 420,000 tested, 0.13% active; in the data active = activity change below about -50%; inconclusive = mostly about -30% to -49%;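 note: -100% = wells without enzyme as full effect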
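In this quantitative HTS, ADP production by PI4K2A was quantified luminescently after 1 h at ambient temperature; 100 microM adenosine served as plate-quality control.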
ERG-DNA inh – inhibitors of human ERG Ets domain-DNA interaction | P11308 | fluorescence polarization, His-ERG Ets domain / labelled DNA | Potency, µM (doses to about 76.9 µM), inactives show at the top dose FP activity, negative = inhibition, most hits filed as inhibitors | 370,000 tested, 0.028% active | AID 624246; active = well fitted inhibition curve with a large enough effect in the polarisation, with a control signal flat; inconclusive = small, poorly fitted or top-dose-only effect, or effect the other way, or a change in a side signal; inactive = no such curve, though single readings can be large or run the other way; the % refers to the polarisation;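 note: polarization taken with two DNA probes labelled with fluorescein and Texas red; potency is the fitted concentration of half-maximal effect; % of control where 0% means no effect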
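His-tagged ERG Ets domain (1 uM in the protein solution; 300mM KCl, 50mM Tris-HCl, 1mM EDTA, 1mM DTT, pH 7.5) received compound, then a probe mix of 5 nM fluorescein-DNA and 100nM Texas-615-DNA. Fluorescence polarization was read for both dyes.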
Pin1 inh – blocks the human prolyl isomerase Pin1 | Q13526 | Pin1 FP peptide displacement, HiFluor488, 10 min | Potency, µM (doses to about 115 µM), for inactives: top-dose activity, negative = inhibition, usual class: inhibitors | 390,000 tested, 0.009% active | AID 504891; active = well fitted inhibition curve with a large enough effect in the polarisation, with a control signal flat, not every such curve was filed as active; inconclusive = small, poorly fitted or top-dose-only effect, or effect the other way, or a change in a side signal; inactive = no such curve, though single readings can be large or run the other way; the % refers to the polarisation; note: potency is the fitted concentration of half-maximal effect; % is set by controls: 0 for no effect and ±100 for the full control effect
Target sequence (Q13526 whole entry, looked up): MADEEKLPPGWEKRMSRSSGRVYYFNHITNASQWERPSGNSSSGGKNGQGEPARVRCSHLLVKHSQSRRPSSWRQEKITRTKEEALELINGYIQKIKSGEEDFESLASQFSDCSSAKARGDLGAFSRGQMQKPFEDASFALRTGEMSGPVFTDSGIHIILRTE
GLS inhibitor – glutaminase GLS (human) inhibition; GLS enzymatic activity, qHTS titration; Potency, µM (highest dose often 45.5 µM), without a hit: at the top dose activity change, negative = inhibition, most hits filed as inhibitors; 410,000 tested, 0.21% active; note: potency is the fitted concentration of half-maximal effect; % is set by controls: 0 for no effect and ±100 for the full control effect
Target sequence (O94925 whole entry, looked up): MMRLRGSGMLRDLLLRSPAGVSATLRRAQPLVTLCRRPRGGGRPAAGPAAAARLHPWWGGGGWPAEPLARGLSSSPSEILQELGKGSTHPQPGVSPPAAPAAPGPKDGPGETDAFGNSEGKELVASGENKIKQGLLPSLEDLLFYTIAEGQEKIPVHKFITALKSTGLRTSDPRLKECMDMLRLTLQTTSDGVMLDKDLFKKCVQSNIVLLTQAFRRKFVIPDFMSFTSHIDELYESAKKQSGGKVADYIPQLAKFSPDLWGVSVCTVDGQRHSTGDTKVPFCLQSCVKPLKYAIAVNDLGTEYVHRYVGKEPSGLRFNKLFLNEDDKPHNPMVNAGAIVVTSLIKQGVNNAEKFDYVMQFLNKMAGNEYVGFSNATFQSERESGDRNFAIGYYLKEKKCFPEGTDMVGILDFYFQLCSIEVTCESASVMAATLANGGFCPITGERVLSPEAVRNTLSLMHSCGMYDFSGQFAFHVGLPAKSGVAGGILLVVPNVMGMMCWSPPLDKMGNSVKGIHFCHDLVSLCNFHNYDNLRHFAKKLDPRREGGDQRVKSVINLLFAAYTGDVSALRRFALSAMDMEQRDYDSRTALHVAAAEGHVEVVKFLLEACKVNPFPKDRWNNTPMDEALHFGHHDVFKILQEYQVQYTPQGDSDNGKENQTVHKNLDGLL
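Compounds were pin-transferred onto hKGA, after which L-glutamine (1 mM solution) and a detection mix of glutamate oxidase, HRP and Amplex Red were added. Initial and 30 min RT fluorescence reads were collected.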
JMJD2A Tudor inh – JMJD2A Tudor domain (human) inhibition; O75164; AlphaScreen JMJD2A-Tudor / H3K4me3 peptide binding; Potency, µM (top dose mostly 114 µM), for inactives: at the highest dose activity change, negative = inhibition, hits mostly inhibitors; 390,000 tested, 4.4% active; note: potency is the fitted concentration of half-maximal effect; % is set by controls: 0 for no effect and ±100 for the full control effect; nearly all actives have a fitted effect of over 50% in size
BAZ2B inh – BAZ2B (human) inhibition; AlphaScreen BAZ2B-H3K14Ac peptide displacement; Potency, µM (highest dose often 114 µM), for the others: top-dose activity change, negative = inhibition, most hits filed as inhibitors; 360,000 tested, 4.4% active; note: potency is the fitted concentration of half-maximal effect; % is set by controls: 0 for no effect and ±100 for the full control effect; nearly all actives have a fitted effect of over 60% in size
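AlphaScreen displacement of biotin-H3(5-23)K14Ac peptide (50 nM final) from BAZ2B (50 nM final) in PBS pH 7.4, 0.01% Tween-20; complex preformed 30 min RT, then compounds (top 110 uM) 30 min RT, beads 20 min dark.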
G9a block – blocks human histone lysine methyltransferase G9a; Q96KQ7; G9a H3K9 monomethylation, AlphaScreen, 2 h; Potency, µM (doses to about 102 µM), for the others: top-dose activity, negative = inhibition, most hits filed as inhibitors; 350,000 tested, 8.8% active; AID 504332; note: potency is the fitted concentration of half-maximal effect; % is set by controls: 0 for no effect and ±100 for the full control effect; nearly all actives have a fitted effect of over 75% in size
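G9a (20 nM) was preincubated 15 min with compound, then reacted 2 h at room temperature with 500 nM biotin-H3K9 peptide and 20 µM SAM. Monomethyl-H3K9 detected by AlphaScreen using anti-H3K9me1 antibody.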
HP1b chromo inh – HP1-beta chromodomain-methylated histone interaction inhibition | AID 540317 | AlphaScreen HP1-beta / biotin-H3K9me3 peptide binding | Potency, µM (top dose mostly 114 µM), for inactives: top-dose activity change, negative = inhibition, hits mostly inhibitors | 390,000 tested, 0.56% active | P83916; note: potency is the fitted concentration of half-maximal effect; nearly all actives have a fitted effect of over 70% in size; inactives centre near 23
Target sequence (P83916 whole entry, looked up): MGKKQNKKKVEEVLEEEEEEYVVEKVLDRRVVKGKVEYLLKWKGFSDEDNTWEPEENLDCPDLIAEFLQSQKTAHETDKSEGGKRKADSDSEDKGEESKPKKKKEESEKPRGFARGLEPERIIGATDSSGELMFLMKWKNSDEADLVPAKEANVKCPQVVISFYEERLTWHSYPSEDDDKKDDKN
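HP1-beta protein (50 nM final) preincubated 30 min at room temperature with biotinylated H3(1-18)K9me3 peptide (50 nM) in PBS pH 7.4, 0.01% Tween-20, then compound added for 30 min. AlphaScreen streptavidin donor/nickel chelate acceptor beads (10 ug/mL final), 30 min dark, luminescence read.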
The depositor's hits bear a star; i = inactive; ? = inconclusive; / = no result given; [ ] = another dose, or the depositor's remark. Unless noted, calls come from the whole dose curve; as a rule, active = well fitted curve in the direction sought with a large enough effect; inconclusive = small, poorly fitted or top-dose-only effect, or another doubt; inactive = no such curve, though single readings can be large; an effect the other way counts as inactive or inconclusive.

SMILES	PGK inhibitor	PI4K2A inh	ERG-DNA inh	Pin1 inh	GLS inhibitor	JMJD2A Tudor inh	BAZ2B inh	G9a block	HP1b chromo inh
O=C(CSc1nc2ccc([N+](=O)[O-])cc2[nH]1)c1ccc2ccccc2c1	-6%	-3	2%	7%	-17%	?	-35%	57%[activator][59 µM]	-10%
COc1ccc(C(=O)Nc2ccccc2)cc1NC(=O)c1ccc([N+](=O)[O-])cc1	2%	4	-14%	-3%	2%	-32%	-33%	?	6%
O=C(NC1CCN(S(=O)(=O)c2ccccc2)CC1)c1ccccc1	i	3	2%	-1%	-13%	-11%	9%	/	15%
Cc1cccc(-c2noc(-c3c(C)noc3C)n2)c1	-5%	-3	7%	-10%	-5%	-10%	4%	25%	41%
COCCn1cc(-c2csc(N)n2)c2ccccc21	0%	-15	15%	?	2%	?	?	/	0%
CCN1CCN(c2ccc(S(=O)(=O)N3CCCCC3)cc2NC(=O)CC(NC(C)=O)c2ccccc2)CC1 (stereo unspecified)	-5%	-3	9%	-11%	8%	-16%	-8%	-30%[0.501 µM]	18%
Cc1ccc(Cl)cc1N1CCN(S(=O)(=O)c2ccc3c(c2)NC(=O)C(C)C(=O)N3)CC1 (stereo unspecified)	i	?	2%	4%	-4%	-13%	3%	-3%	-4%
CCN1C(=O)[C@H]2[C@@H](c3ccc(C)cc3)N3C(=O)N(c4ccc(C)cc4)C(=O)[C@@]3(CC)[C@H]2C1=O	-8%	2	18%	1%	1%	-25%	9%	-1%[2.33 µM]	19%
COc1ccc(/C=N/Nc2cc(N3CCOCC3)nc(C)n2)c(OC)c1	-3%	-4	17%	2%	11%	?	-30%	-11%	-17%
COc1ccc(NC(=S)N2CCC(c3nc4ccccc4o3)CC2)c(OC)c1	-3%	2	-5%	0%	9%	-16%	-33%	-38%	20%
COc1ccc([N+](=O)[O-])cc1NC(=O)Cc1ccc(C)cc1	-1%	0	3%	2%	-6%	-13%	-13%	-4%[59 µM]	19%
Cc1ccc(-c2cc3ncc(C(=O)c4cc([N+](=O)[O-])ccc4O)cn3n2)cc1	-3%	-1	-5%	12%	-5%	-34%	?	-1%[59 µM]	17%

Compound profiles, from the list above. Values in the order: PGK inhibitor, PI4K2A inh, ERG-DNA inh, Pin1 inh, GLS inhibitor, JMJD2A Tudor inh, BAZ2B inh, G9a block, HP1b chromo inh
Cc1ccc(Cl)cc1N1CCN(S(=O)(=O)c2ccc3c(c2)NC(=O)C(C)C(=O)N3)CC1 (stereo unspecified) reads i, ?, 2%, 4%, -4%, -13%, 3%, -3%, -4%
COc1ccc(/C=N/Nc2cc(N3CCOCC3)nc(C)n2)c(OC)c1 reads -3%, -4, 17%, 2%, 11%, ?, -30%, -11%, -17%

New compounds follow
SMILES	PGK inhibitor	PI4K2A inh	ERG-DNA inh	Pin1 inh	GLS inhibitor	JMJD2A Tudor inh	BAZ2B inh	G9a block	HP1b chromo inh
COCCNC(=O)Cc1cn(C)c2ccccc12	4%	3	-1%	-12%	22%	-7%	2%	31%[12.7 µM]	20%
O=C(Oc1cccc(C(=S)N2CCCCC2)c1)c1ccccc1	2%	-4	-1%	-6%	13%	-7%	-24%	?	18%
Cc1nc2sc(C(c3cccc(F)c3)N3CCN(C(=O)c4ccco4)CC3)c(O)n2n1 (stereo unspecified)	1%	20	-5%	-1%	0%	-11%	8%	9%[59 µM]	33%
c1ccc(CCc2nc(-c3ccccn3)no2)cc1	/	0	/	-8%	0%	-18%	-6%	63%[activator][59 µM]	28%
O=C(NN=C1CCC(=NNC(=O)c2ccccn2)CC1)c1ccccn1	i	-6	5%	-10%	3%	22µM*	7.9µM*	/	33%
CCOC(=O)c1cc(-c2ccc3c(c2)OCCO3)n[nH]1	4%	-6	14%	1%	3%	-1%	-17%	-3%	33%
COC(=O)/C(=C\c1cccnc1)NC(=O)c1ccc(OCc2ccccc2)cc1	7%	-1	6%	-6%	16%	-19%	-17%	/	34%[activator]
COc1cccc(C(=O)Nc2cc3c(cc2C(=O)c2ccc(C)cc2)OCCO3)c1	-10%	3	0%	1%	-10%	-12%	-11%	-8%[59 µM]	3%
CCOC(=O)N1CCN(C(=O)c2ccc(CS(=O)Cc3ccccc3Cl)o2)CC1 (stereo unspecified)	i	-7	2%	-4%	-2%	-14%	-12%	-4%	29%
CN(CCc1ccccc1)C(=O)c1ccc(NC(=O)Cc2ccc(NC(=O)C3CCCN(C(=O)C4CC4)C3)cc2)cc1 (stereo unspecified)	1%	-4	6%	15%	2%	-12%	/	/	58%[activator]
CSc1cccc(NC(=O)C2CCN(S(=O)(=O)c3ccc4[nH]c(=O)ccc4c3)CC2)c1	-9%	-5	1%	-6%	-16%	-19%	3%	5%[59 µM]	18%[57 µM]
CC1CC1C(=O)OCC(=O)N(C)CC(=O)Nc1ccc(F)cc1 (stereo unspecified)	-1%	0	-2%	-4%	13%	-6%	/	/	22%
COc1ccc(-c2noc(CCC(=O)NCc3cccnc3)n2)cc1OC	i	2	0%	4%	0%	12%[57.1 µM]	5%	71µM*	46%[activator]
COc1ccccc1C(c1nnnn1Cc1ccccc1)N1CCN(C2CCCC2)CC1 (stereo unspecified)	-4%	-18	2%	-1%	-10%	2%[11.4 µM]	-33%	?	5%
Cc1ccc(NC(=O)c2cc3ccccc3o2)nc1	-11%	-1	9%	6%	2%	-5%	6%	-21%	11%
CCOC(=O)C1CCCN(C(=O)c2ccc3nc(-c4cccc(OC)c4)oc3c2)C1 (stereo unspecified)	1%	-1	-5%	-5%	15%	-16%	0%	82%[activator]	28%
CCCN1CCN(CCCNC(=O)c2ccc3nc(N4CCC(C)CC4)sc3c2)CC1	-3%	0	-5%	1%	-4%	-28%	-22%	-38%	27%
CN(c1cccc(NC(=O)c2ccc(CN3CCc4ccccc4C3)cc2)c1)S(C)(=O)=O	-7%	2	13%	-4%	1%	-22%	-12%	/	25%
Cc1c(C(=O)O)sc2nc3n(c(=O)c12)CCC(C)CC3 (stereo unspecified)	/	-1	/	-1%	3%	-9%	-5%	14%[59 µM]	32%
Cc1c(C(=O)C(=O)N2c3ccccc3CC2C)c2ccccc2n1C (stereo unspecified)	-3%	8	3%	-1%	0%	-8%	?	1%	13%
S=C1NC(c2ccccc2)=CC(c2ccccc2)N1 (stereo unspecified)	-4%	0	10%	3%	1%	-29%	?	32µM*	18%
O=C(c1ccco1)N1CCN(C(=O)c2cc(-c3ccc(F)cc3)no2)CC1	-2%	4	-8%	-4%	2%	-19%	-7%	/	17%
Cc1ccc(-c2nn(Cc3ccccc3)cc2/C=C/C(=O)O)cc1C	i	-7	-10%	4%	1%	-24%	0%	22%	20%
COc1ccc(C(C)=O)cc1CN1C(=O)NC2(CCCCCC2)C1=O	-3%	-3	6%	3%	/	-6%	-28%	5%[12.7 µM]	39%[activator]
CN(N)c1nc(-c2ccccc2)nnc1C(F)(F)F	5%	7	-1%	7%	24%	-6%	0%	14%[59 µM]	23%
COc1ccc(C2C(C(=O)Nc3cc(OC)c(OC)c(OC)c3)c3ccccc3C(=O)N2C)cc1OC (stereo unspecified)	-7%	-3	6%	-6%	-15%	-17%	-3%	7%	10%
Cc1cccc(N2C(=O)C3CC3C2=O)c1 (stereo unspecified)	-2%	3	-11%	12%	7%	-8%	-10%	-2%	7%
CCCC1(c2ccccc2)NC(=O)N(CC(=O)N2CC(=O)Nc3ccccc32)C1=O (stereo unspecified)	-7%	0	-3%	-4%	0%	-7%	6%	-23%[12.7 µM]	38%[activator]
Cc1ccc(C)c(NC(=O)C(C)N2C(=O)c3ccccc3C2=O)c1 (stereo unspecified)	i	12	-9%	-1%	-1%	-10%	10%	/	38%
CCN1C(C(=O)c2ccccc2)=C(OC(=O)COc2ccc(OC)cc2)c2ccccc2S1(=O)=O	-5%	0	1%	3%	22%	?	?	11µM*	3%
COC(=O)c1ccc(NC(=O)CSc2nnc(C)n2-c2ccccc2)cc1	-11%	2	1%	1%	3%	-15%	-6%	-48%[59 µM]	16%
Cc1ccc(C)c(N2N=C(C(=O)O)CCC2=O)c1	8%	0	41%[activator]	0%	1%	-7%	-20%	-13%	?
COc1ccccc1CCNC(=O)Cc1cccs1	5%	-3	-1%	4%	4%	-20%	15%	16%	-13%
COc1ccc(NS(=O)(=O)c2ccc(N3CCCCC3)c(NC(=O)C(C)NC(N)=O)c2)cc1 (stereo unspecified)	-1%	-3	3%	-8%	12%	-18%	/	/	10%
N#CCC(=O)Nc1ccc(C(=O)OCC(=O)N(Cc2ccccc2)C2CCS(=O)(=O)C2)cc1 (stereo unspecified)	i	-5	4%	13%	2%	-13%	-10%	0%	27%
CC(Oc1cc2oc(=O)c3c(c2cc1Cl)CCC3)C(=O)NCCN1CCOCC1 (stereo unspecified)	-4%	-6	2%	-8%	-1%	-7%	1%	13%	-3%
COc1ccc(S(=O)(=O)Cc2ccc(C(=O)NCC(OC)OC)o2)cc1	-2%	-1	-4%	-5%	-5%	-5%	8%	18%	28%
CC(=O)Nc1cccc(C(=O)OC(C(=O)c2ccc(C)c(C)c2)c2ccccc2)c1 (stereo unspecified)	0%	2	8%	?	-3%	-29%	-9%[57.1 µM]	8%	12%
O=C(CSc1ccccc1)N1CCN(S(=O)(=O)c2ccccc2)CC1	i	2	3%	1%	-4%	-18%	-3%	3%[12.7 µM]	21%

Screens as filed in PubChem BioAssay.
